High-throughput results deposited in PubChem BioAssay by several laboratories.
aDG glyco act: activators of alpha-DG glycosylation, primary screen, uHTS, Pro5-aDG cells, AlphaScreen. alpha-DG glycosylation AlphaScreen (IIH6); 0% Pro5, 100% B10-LARGE cell signal. 360,000 tested, 0.22% active. AID 624168, 2012. activation, % at 10 µM;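 active = activation of at least 8% versus controls, or a plate z-score of at least 8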;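 also: Pro5 are CHO cells carrying HIG-tagged alpha-DG that lacks glycosylation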
NOD2 RIPK2 PPI: NOD2-RIPK2 binding disruptors in cells, primary screen, fluorescence, CHO cells, BLA complementation | CCF4 ratio | inhibition, % at 4.98 µM | 360,000 tested, 0.38% active; in the data active = inhibition above about 21%;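 also: 0% = vehicle only and 100% = reference blocker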
Target sequence (O43353 whole entry, looked up): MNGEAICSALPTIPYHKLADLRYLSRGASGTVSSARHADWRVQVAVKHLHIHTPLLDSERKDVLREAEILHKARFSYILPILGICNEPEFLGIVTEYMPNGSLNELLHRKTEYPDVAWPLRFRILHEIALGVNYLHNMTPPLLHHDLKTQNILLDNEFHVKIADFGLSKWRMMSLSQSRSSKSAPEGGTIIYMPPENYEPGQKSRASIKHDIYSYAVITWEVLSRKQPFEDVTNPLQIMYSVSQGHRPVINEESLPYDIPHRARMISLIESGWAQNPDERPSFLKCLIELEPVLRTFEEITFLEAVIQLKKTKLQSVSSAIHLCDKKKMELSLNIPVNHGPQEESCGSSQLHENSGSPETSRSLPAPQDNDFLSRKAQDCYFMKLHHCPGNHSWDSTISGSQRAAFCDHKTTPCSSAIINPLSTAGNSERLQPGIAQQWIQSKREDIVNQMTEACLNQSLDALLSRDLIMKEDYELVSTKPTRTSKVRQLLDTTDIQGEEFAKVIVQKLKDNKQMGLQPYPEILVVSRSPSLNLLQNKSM
TLR9-MyD88 inh: inhibitors of TLR9-MyD88 association in cells, primary screen, cell-based, CHO, BLA complementation, fluorescence. Toll-like receptor 9 (Homo sapiens) + Myeloid differentiation primary response protein …. CCF4 FRET ratio. inhibition, % at 4.98 µM. 340,000 tested, 0.21% active. AID 504734, 2011;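 active = inhibition above the mean over all tested compounds plus 3 SD, cut at about 21% in these data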;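 also: 0% = DMSO only wells and 100% = clavulanate BLA inhibitor control wells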
Vif imaging: HIV Vif self-association inhibitors, primary screen, imaging, HEK293T, single point | HEK293T cells, Vif self-association by quenched fluorescence, 24 h | inhibition, % at 7.49 µM | 340,000 tested, 0.35% active; in the data active = inhibition above about 50%, passing the limit was not always enough; inconclusive = no clear call, values can overlap the other calls; inactive = below about 31%; also: some results filed as inactive read as strong as hits
ABCB6 inh MLPCN: ABCB6 transporter inhibitors, primary screen, K562-ABCB6 cells, flow cytometry, MLPCN library; AID 602162, 2011; ATP-binding cassette sub-family B member 6 (Homo sapiens), Q9NP58; 360,000 tested, 0.19% active; fluorescence ratio to DMSO, % at 10 µM; K562-ABCB6 porphyrin accumulation, 1 h; active compounds read low;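 active = fluorescence ratio to DMSO below 75%, the collection mean minus 3 SD; inconclusive = too few cells collected in the well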;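 also: signal is porphyrin accumulated inside mitochondria; 100% equals median channel fluorescence of DMSO control wells; lower ratio means ABCB6 inhibition with less porphyrin fluorescence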
Granule exo inh: LAMP-1 surface exposure blockers, TALL-104 cells – cell-based, flow cytometry, MLPCN library, primary screen; inhibition, % at 10 µM; AID 651702, 2012; 360,000 tested, 0.66% active; TALL-104 LAMP-1 surface exposure; cells stimulated with thapsigargin and PMA;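 active = inhibition above about 55%, limit read from the data; inconclusive = no clear call, values can overlap the other calls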
MC4R antagonist: MC4R antagonists of cAMP signaling, primary screen, cell-based, TR-FRET, antagonist arm of biased-ligand search | Melanocortin receptor 4 (Homo sapiens), P32245 | MC4R-expressing cells, MTII-stimulated cAMP, LANCE TR-FRET | inhibition, % at 6.5 µM | 360,000 tested, 0.48% active | AID 540295, 2011;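 active = inhibition above its plate's cutoff, the mean of tested wells on that plate plus 3 SD, cut at about 29% in these data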;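 also: 0% = Melanotan II alone and 100% = Melanotan II plus saturating MCL0020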
Target sequence (P32245 whole entry, looked up): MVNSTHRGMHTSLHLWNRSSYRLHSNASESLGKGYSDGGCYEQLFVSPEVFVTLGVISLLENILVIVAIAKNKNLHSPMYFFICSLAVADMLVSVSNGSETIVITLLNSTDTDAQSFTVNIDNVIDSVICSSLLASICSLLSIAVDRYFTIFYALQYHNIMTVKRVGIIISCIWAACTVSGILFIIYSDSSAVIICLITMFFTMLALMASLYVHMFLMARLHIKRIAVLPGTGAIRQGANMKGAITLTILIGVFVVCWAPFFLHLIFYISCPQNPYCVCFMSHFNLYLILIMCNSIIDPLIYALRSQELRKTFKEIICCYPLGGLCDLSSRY
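Material: human MC4R-expressing U2OS cells. Probe or stimulus: Melanotan II challenge. Dosing: 6.5 µM single dose. Times: 30-min compound, 1-h challenge, 1-h detection, room temperature. Technique: TR-FRET with Eu-cAMP and labeled anti-cAMP, 671 nm. Replication: singlicate.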
MC4R barr agon: MC4R agonists recruiting beta-arrestin, primary screen, cell-based, luminescence, agonist arm of biased-ligand search; Melanocortin receptor 4 (Homo sapiens), P32245; U2OS MC4R beta-arrestin complementation; percent of melanotan II response, DMSO zero; activation, % at 8.9 µM; 360,000 tested, 0.98% active; AID 540308, 2011;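 active = activation above a per-plate cutoff, the mean activation of sample wells on that plate plus 3 SD, cut at about 8% in these data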
N-glyco inh: increase of ERlucT glycosylation luciferase signal, primary screen, N-linked glycosylation inhibitor project, D54 ERlucT cells, luminescence, set 2; D54 ERlucT glycosylation luciferase reporter, 24 h; percent of 100 nM tunicamycin response; reporter increase, % at 12.5 µM; 360,000 tested, 0.23% active;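 active = mean luciferase reporter signal, scaled so untreated is 0 and the glycosylation-blocking control 100, at or above a set limit in every replicate; inconclusive = mean reaches the limit but not every replicate does; inactive = mean below the limit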;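 also: luciferase carries N-glycosylation sites so blocking glycosylation raises the light; 0% = median of neutral control wells and 100% = median of 100 nM tunicamycin wells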
ABHD5 PLIN5 PPI: ABHD5-PLIN5 interaction inhibitors, primary screen, cell lysate, split luciferase complementation, luminescence; Perilipin-5 (Homo sapiens) + 1-acylglycerol-3-phosphate O-acyltransferase ABHD5 (Homo …; Split G. princeps luciferase complementation, 4 h; inhibition, % at 4 µM; 360,000 tested, 0.78% active;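 active = inhibition above the mean inhibition across every tested compound plus 3 SD, cut at about 22% in these data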;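 also: 0% = DMSO only wells and the 100% control is not disclosed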
An asterisk follows results filed as active; u = inconclusive; x = no result given.

aDG glyco act	NOD2 RIPK2 PPI	TLR9-MyD88 inh	Vif imaging	ABCB6 inh MLPCN	Granule exo inh	MC4R antagonist	MC4R barr agon	N-glyco inh	ABHD5 PLIN5 PPI	SMILES
0.6	-12	x	-5	95	2	3	-2.2	-6	-1	COCCNc1nc(Nc2ccc(Cl)cc2F)c2sccc2n1
0.1	-10	-3	16	94	10	0	1.6	3	3	CCCCSc1nnc2n(CCc3ccccc3)c(=O)c3c4c(sc3n12)COC(C)(C)C4
-0.1	-10	-8	-2	101	1	22	1.3	2	-1	COCCN(C(=S)Nc1cccc(C)c1)C(C)c1cccnc1 (stereo unspecified)
0.5	-21	-1	-2	100	0	2	-0.5	-3	-5	CCOC(=O)[C@H]1[C@H]2COc3cc(OC)ccc3[C@@H]2N2C(=O)N(c3cccc(Cl)c3)C(=O)[C@@]12C
-0.2	-14	8	x	93	-2	4	-0.6	0	-1	Cc1nc2ccccc2c(=O)n1NCc1cc(Br)cs1
0.2	0	-14	8	92	-3	6	-0.5	-2	-4	Cc1c(Cc2ccc3c(c2)OCO3)sc(NC(=O)C2CC2)c1C(N)=O
-0.1	4	8	x	94	-4	8	-0.9	4	4	NC(=O)CC(NC(=O)Cc1ccc(Br)cc1)c1ccc(NCc2ccc(F)cc2)c([N+](=O)[O-])c1 (stereo unspecified)
1.5	-10	-4	-19	108	2	3	4.7	-2	1	CCOC(=O)Cc1csc(NC(=O)Nc2cccc(Cl)c2)n1
-0.1	0	6	-3	100	4	8	-2.4	0	3	O=c1[nH]c2ccc(Cl)cc2c(O)c1Cc1ccccc1
0.1	-9	-2	1	98	2	0	-0.1	0	-3	CC(C)C(=O)Nc1ccc(C(=O)NNC(=O)c2ccco2)cc1
0.3	-5	-9	-3	100	-2	23	0.5	0	7	CCOC(=O)C1=C(C)N(CC(C)C)C(=O)C1
0.0	3	1	-2	102	9	7	17*	-5	-17	O=C(c1ccccc1)N1N=C(c2ccccc2)CC1c1ccccc1O (stereo unspecified)
0.0	7	-5	-5	86	1	-1	-1.1	2	4	O=C(NC1CCCCC1)C(c1ccncc1)N(C(=O)c1csnn1)c1ccccc1 (stereo unspecified)
-0.3	-9	-8	-6	106	5	8	-1.7	4	6	COc1ccccc1NC(=O)CCC(=O)Nc1nnc(C2CCCCC2)s1
0.0	4	x	x	91	0	x	x	x	-3	CCCCCCCCN1C(=O)[C@H](CC(=O)NCCCOC)C[C@@]2(C(=O)OC)CCCCC=C12
-0.4	1	-5	0	103	-4	9	-0.4	0	-13	CC(=O)N1CCC(C(=O)Nc2ccc(S(=O)(=O)N3CCCC(C)C3)cc2)CC1 (stereo unspecified)
0.2	-2	4	-3	102	-1	-2	-2.2	0	0	O=C(CCN1C(=O)C2CC=CCC2C1=O)Nc1nccs1 (stereo unspecified)
0.0	-8	-3	4	83	2	-10	-0.3	-2	0	CN1C(N)=NC(=O)/C1=C\c1ccc(Br)cc1
0.3	-1	x	-13	95	-1	0	0.8	-2	-1	O=C(Nc1ccc(Cl)cc1)C1Cc2c(-c3ccccc3Oc3ccccc3)ccnc2O1 (stereo unspecified)
-0.3	-3	-7	-1	95	-3	-2	-2.3	1	5	CCC(=O)Nc1nnc(SCC(=O)NCc2ccc3c(c2)OCO3)s1
-0.1	0	-10	x	97	-2	-4	-3.8	-2	-3	CCC1(c2ccc(F)cc2)NC(=O)N(CC(=O)c2cc(C)n(C3CC3)c2C)C1=O (stereo unspecified)
0.3	-6	-3	-3	94	-2	10	1.8	0	1	COc1ccnc(Oc2ccc(F)cc2)c1C(=O)N/C=N/OCc1c(Cl)cccc1Cl
-0.1	-2	5	5	100	-11	5	0.2	2	-1	COc1ccc(C(=O)Nc2ccc(Cn3ccnc3)cc2)cc1OC
-0.1	2	-10	-3	101	0	-1	-1.3	8	12	O=C(N/N=C/C(Br)=C/c1ccccc1)C1CC1
-0.2	-5	-4	-9	98	-3	-1	-2.6	-1	1	CCOc1cccc(NC(=O)C2CCCN(S(=O)(=O)c3ccc(-n4cnnn4)cc3)C2)c1 (stereo unspecified)

(next part)
aDG glyco act	NOD2 RIPK2 PPI	TLR9-MyD88 inh	Vif imaging	ABCB6 inh MLPCN	Granule exo inh	MC4R antagonist	MC4R barr agon	N-glyco inh	ABHD5 PLIN5 PPI	SMILES
0.3	2	2	-1	100	-3	0	-0.6	1	-4	COc1ccc(CCNC(=S)NCc2ccc(Cl)c(Cl)c2)cc1OC
-0.3	-11	-10	7	94	-2	2	1.3	3	3	O=C(O)c1ccc(CSc2nnnn2C2CCCCC2)cc1
-0.3	-10	3	-11	94	5	2	-1.5	11	1	CCN1C(=O)/C(=C/c2nc3ccccc3c(=O)n2-c2ccc(C)cc2)c2ccccc21
-0.1	-11	-7	-8	101	6	22	0.3	2	2	CSCC(O)Cn1[nH]c(=O)c2cc(Cl)c(Cl)cc2c1=O (stereo unspecified)
0.1	-2	-4	1	100	2	8	-1.1	-1	-6	Cc1ccc(C)c(NC(=O)CSc2ncnc3nc[nH]c23)c1
-0.2	2	1	-15	101	-3	3	-1.6	4	3	C=CCn1c2ccccc2c2nnc(SCC(=O)Nc3c(C)n(C)n(-c4ccccc4)c3=O)nc21
0.0	-1	1	6	96	0	-1	-1.5	0	4	O=C(Nc1cccc([N+](=O)[O-])c1)N1CCc2ccccc2C1
-0.1	3	-4	x	100	1	0	1.7	0	3	CCCC(=O)N/N=C1\CS(=O)(=O)N(C)c2ccsc21
-0.1	-12	-3	-2	98	1	0	-0.3	0	0	Cc1ccc(F)cc1NC(=O)c1ccc(NS(=O)(=O)c2ccc(Br)s2)cc1
0.1	-4	6	u	98	3	3	0.6	1	1	C=CC[C@]12C=C(OC)C(=O)C=C1O[C@@H](c1ccc3c(c1)OCO3)[C@H]2C
0.1	-6	2	-10	98	2	6	1.9	0	3	Cc1ccc(S(=O)(=O)N2CCCN(Cc3nc4ccccc4c(=O)[nH]3)CC2)cc1
0.3	-6	0	0	99	-2	-4	0.2	3	2	CC1=C(C(=O)N2CCOCC2)CC(CC(=O)NCC2CCCCC2)C(=O)N1Cc1ccc(F)cc1 (stereo unspecified)
-0.2	-16	-2	-2	103	1	15	-0.6	0	-8	CCN(CC)C(=O)c1ccc(O)c(OC)c1
-0.2	-1	-1	x	98	2	1	-1.3	-3	0	N#CCC(=O)Nc1ccc(C(=O)NCc2ccccn2)cc1
0.0	-2	-11	1	92	0	3	0.2	-4	2	O=C(CN1CCC(O)(c2ccc3c(c2)OCO3)CC1)OC1CCCCC1
0.0	3	-3	-3	102	-6	14	1.0	-3	4	O=C(O)c1cc(S(=O)(=O)N2CCN(C(=O)c3ccco3)CC2)c(Cl)cc1Cl
-0.3	-5	2	-2	102	1	2	-0.8	1	-6	O=[N+]([O-])c1ccc(CN2CC(N3CCCC3)CS2(=O)=O)cc1 (stereo unspecified)
0.2	0	-14	x	94	-3	16	4.9	2	-3	Cc1ccc(OCc2n[nH]c(=S)n2C2CCCCC2)cc1
-0.3	-2	x	x	x	-3	x	x	x	4	COc1ccc(S(=O)(=O)N2C[C@@H](O)COC[C@@H]3O[C@H](CC(=O)NCCCN4CCOCC4)CC[C@H]32)cc1
0.3	-4	6	-1	96	0	7	-1.5	-4	-14	O=C1CSc2ccc(S(=O)(=O)N3CCN(c4ccccc4F)CC3)cc2N1
0.0	-3	4	-5	94	1	2	0.8	-5	2	NC(=O)c1ccc(Oc2ccc3c(c2)CCC3)c([N+](=O)[O-])c1

12 compounds already listed, arranged by number of heavy atoms, largest number first.
aDG glyco act	NOD2 RIPK2 PPI	TLR9-MyD88 inh	Vif imaging	ABCB6 inh MLPCN	Granule exo inh	MC4R antagonist	MC4R barr agon	N-glyco inh	ABHD5 PLIN5 PPI	SMILES
-0.3	-2	x	x	x	-3	x	x	x	4	COc1ccc(S(=O)(=O)N2C[C@@H](O)COC[C@@H]3O[C@H](CC(=O)NCCCN4CCOCC4)CC[C@H]32)cc1
0.3	-6	0	0	99	-2	-4	0.2	3	2	CC1=C(C(=O)N2CCOCC2)CC(CC(=O)NCC2CCCCC2)C(=O)N1Cc1ccc(F)cc1 (stereo unspecified)
0.0	4	x	x	91	0	x	x	x	-3	CCCCCCCCN1C(=O)[C@H](CC(=O)NCCCOC)C[C@@]2(C(=O)OC)CCCCC=C12
-0.1	0	-10	x	97	-2	-4	-3.8	-2	-3	CCC1(c2ccc(F)cc2)NC(=O)N(CC(=O)c2cc(C)n(C3CC3)c2C)C1=O (stereo unspecified)
-0.4	1	-5	0	103	-4	9	-0.4	0	-13	CC(=O)N1CCC(C(=O)Nc2ccc(S(=O)(=O)N3CCCC(C)C3)cc2)CC1 (stereo unspecified)
-0.1	-12	-3	-2	98	1	0	-0.3	0	0	Cc1ccc(F)cc1NC(=O)c1ccc(NS(=O)(=O)c2ccc(Br)s2)cc1
0.2	0	-14	8	92	-3	6	-0.5	-2	-4	Cc1c(Cc2ccc3c(c2)OCO3)sc(NC(=O)C2CC2)c1C(N)=O
-0.3	-11	-10	7	94	-2	2	1.3	3	3	O=C(O)c1ccc(CSc2nnnn2C2CCCCC2)cc1
0.2	0	-14	x	94	-3	16	4.9	2	-3	Cc1ccc(OCc2n[nH]c(=S)n2C2CCCCC2)cc1
-0.1	0	6	-3	100	4	8	-2.4	0	3	O=c1[nH]c2ccc(Cl)cc2c(O)c1Cc1ccccc1
-0.1	3	-4	x	100	1	0	1.7	0	3	CCCC(=O)N/N=C1\CS(=O)(=O)N(C)c2ccsc21
0.3	-5	-9	-3	100	-2	23	0.5	0	7	CCOC(=O)C1=C(C)N(CC(C)C)C(=O)C1

Only part of the results is shown; count on the stated rates, not on these rows.
